# Bioassay records: PubChem, National Center for Advancing Translational Sciences (NCATS)
# GAA glycogen mod: inhibitors or activators of human alpha-glucosidase glycogen cleavage | 0.38% of 300,000 active | Potency, µM (doses to about 76.4 µM), for the others: at the top dose activity change, negative = inhibition, usual class: inhibitors | P10253 | recombinant GAA, glycogen substrate, Amplex Red glucose oxidase fluorescence; active = well fitted inhibition curve with a large enough effect; inconclusive = small, poorly fitted or top-dose-only effect, or another doubt; inactive = no such curve, though single readings can be large or run the other way;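 note: 0% = full enzyme reaction and -100% = no-enzyme basal signal; the screen sought inhibitors and activators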
#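 qHTS, 1536-well; enzyme 4 nM final; cpd up to 77 uM; substrate bovine liver glycogen 30 ug; 50 mM citrate/phosphate pH 5.0, 0.01% Tween-20; 37 C, 40 min; Amplex Red detection 45 min RT; Hill fit → AC50.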
# An asterisk follows results filed as active; ? = inconclusive; & = joins results of further samples; [ ] = dose if it differs, or a comment. Potency is the fitted concentration of half-maximal effect. Some of the compounds tested. The share of hits here may be higher or lower than overall.
SMILES,GAA glycogen mod
COc1ccc(CCNC(=O)CN2C(=O)COc3ccc(S(=O)(=O)N4CCCC4)cc32)c(OC)c1,5.1%[76.3 µM]
Cc1cc(C)c2oc(-c3ccc(Cl)c(NC(=O)c4cccs4)c3)nc2c1,-10.6%[76.3 µM]
COc1ccc(-c2noc(N3CCC(C(=O)NC(C)c4ccccc4)CC3)n2)cc1 (stereo not given),16.2%[76.3 µM]
CCN(CC)S(=O)(=O)c1ccc(N2CCOCC2)c(NC(=O)C2=COCCO2)c1,-2.5%[76.3 µM]
COc1ccc(CCN(C)C(=O)c2cnc(C)cn2)cc1OC,-12.3%
CCN1CCN(CCCNC(=O)Cn2nc(C)n3nc(-c4ccccc4)cc3c2=O)CC1,-2.1%[76.3 µM]
COc1ccc(S(=O)(=O)N(C)CC(=O)N2CCN(c3ccccc3)CC2)cc1,-3.4%
COc1cccc(C2CC(=O)Nc3c2c(=O)[nH]c2nc4ccccc4n32)c1 (stereo not given),39.8µM*
O=C(O)c1ccc(Nc2c3ccccc3nc3ccccc23)cc1,-18.2%
COc1ccccc1N1CCN(C2CC(=O)N(c3ccc(F)cc3)C2=O)CC1 (stereo not given),12.8%[76.3 µM]
Cc1ccc(C(=O)N/N=C\c2ccc3c(c2)OCO3)cn1,4.7%
COc1ccc(C(=O)N/N=C(/C)c2cccc(NC(=O)c3ccncc3)c2)cc1OC,2.4%[76.3 µM]
Cc1cc(C)cc(Nc2nc3cc(Cl)c(Cl)cc3nc2-n2nc(C)cc2C)c1,21.9%[76.3 µM]
O=C(Nc1cccc(NC(=O)c2ccccc2[N+](=O)[O-])c1)c1ccccc1Cl,5.1%[76.3 µM]
Cc1ccccc1NC(=O)CN1C(=O)N/C(=C\c2ccccc2OCc2ccc(C(=O)O)cc2)C1=O,5.2%
COc1ccc(OC)c(/C=C/C(=O)Oc2ccc(C(C)=O)cc2)c1,-10.0%[76.3 µM]
CC(=O)NC(CC(=O)N(Cc1ccccc1)c1ccc(C)cc1)c1ccccc1 (stereo not given),-1.0%[76.3 µM]
CCC1CCCCN1S(=O)(=O)c1ccc(C(=O)N(CCCN(C)C)c2nc3cc4c(cc3s2)OCO4)cc1 (stereo not given),-4.4%[76.3 µM]
CC1(C)ON(C2CCCCC2)[C@H]2c3nc4ccccc4n3C[C@H]21,-8.5%[76.3 µM]
CN(C)c1ccc(/C=C/c2nc3ccccc3c(=O)n2-c2ccc(C(=O)O)cc2)cc1,7.2%
CCc1nc(Nc2cccc(OC)c2)c2oc3ccccc3c2n1,0.9%
O=C(Nc1ccc(Oc2cccnc2)cc1)C1CCN(Cc2cc(Cl)ccc2O)CC1,-15.5%[76.3 µM]
NC(=O)c1ccc(NC(=O)c2cncn2-c2ccccc2)cc1,4.2%
CCCc1cc(=O)n2nc(N3CCC(C(=O)Nc4c(F)c(F)c(F)c(F)c4F)CC3)sc2n1,-6.2%[76.3 µM]
Cc1ccc(CCNC(=O)c2nnc(CS(=O)(=O)c3ccccc3)o2)cc1,14.8%[76.3 µM]
# Next entries follow:
SMILES,GAA glycogen mod
COc1ccccc1CC(=O)N1CCOCC1,-18.4%[76.3 µM]
Cc1cccc(N2CCN(C(=O)CCCCCn3c(=S)[nH]c4ccc(N5CCOCC5)cc4c3=O)CC2)c1C,2.9%[76.3 µM]
COc1cccc(Oc2nc3c(c(=O)n(Cc4ccccc4F)c(=O)n3C)n2C)c1,-5.2%[76.3 µM]
O=S(=O)(c1ccccc1)N1N=C(c2ccccc2)CC1c1ccccc1F (stereo not given),-5.0%
CSc1nccc(NC(=O)c2cccc(Br)c2)n1,1.1%
Cc1cc(NC(=O)c2ccccc2)ccc1NC(=O)c1ccccc1Cl,-6.6%[76.3 µM]
CCN1CCN(Cc2c(O)ccc3c(=O)c(Oc4ccccc4C(C)C)c(C(F)(F)F)oc23)CC1,11.2%[76.3 µM]
CCCN(CCC)CCNC(=O)c1cc(-c2ccc(Br)s2)nc2ccccc12,6.4%[76.3 µM]
COCCCNC(=O)c1cc2cc3cc(OC)ccc3nc2o1,4.9%
O=C(NCCCN1CCOCC1)c1ccc2c(c1)N(Cc1c(F)cccc1Cl)C(=O)c1ccccc1S2,-10.5%[76.3 µM]
CC(NC(=O)c1ccccc1)C(=O)OCC(=O)c1ccc(Br)cc1 (stereo not given),-0.7%[76.3 µM]
CCn1c(-c2ccc[nH]c2=O)nc2ccccc21,2.4%
Cc1ccccc1NC(=O)c1sc2nc3c(cc2c1N)CCCC3,-9.3%[76.3 µM]
COc1cc(C(=O)N2c3ccccc3CCC2C)cc(OC)c1OC (stereo not given),1.1%[76.3 µM]
Cc1ccc([N+](=O)[O-])cc1N=Nc1c(C)[nH]n(C(N)=S)c1=O,0.6%
O=C(CCc1nc2cccnc2n1Cc1cccs1)Nc1cccc(Cl)c1,-2.5%[76.3 µM]
CCN1CCN(CCC(=O)Nc2ccc(C)cc2)CC1,-5.1%[76.3 µM]
COC(=O)N/N=C/c1cn(CCOc2cccc(OC)c2)c2ccccc12,-1.1%
Cc1cccc(NC(=O)CCNS(=O)(=O)c2cccc3nsnc23)c1C,-0.9%&15.8%[76.3 µM]
CCOc1ccccc1NC(=O)Cn1c(=O)n(Cc2ccco2)c(=O)c2sc3ccccc3c21,5.5%[76.3 µM]
Cn1nc(-c2ccccc2F)c2cc(C(=O)NCc3ccc(Cl)cc3)sc21,-7.9%[76.3 µM]
CN(C)c1ccc(S(=O)(=O)N2CCCCC2)cc1NC(=O)C1=NN(c2ccccc2)C(=O)CC1,1.2%[76.3 µM]
Cn1c(=O)oc2cc(S(=O)(=O)Nc3ccccc3F)ccc21,0.7%
Cc1ccc(NC(=O)/C(C#N)=C/c2cc(C)n(-c3ccc(F)cc3)c2C)cc1C,11.8%[76.3 µM]
Oc1ccccc1/C=N/n1c(-c2ccccc2)n[nH]c1=S,-7.6%

# Reprinted from the entries so far, 15 compounds:
SMILES,GAA glycogen mod
COc1ccccc1CC(=O)N1CCOCC1,-18.4%[76.3 µM]
Cc1cccc(N2CCN(C(=O)CCCCCn3c(=S)[nH]c4ccc(N5CCOCC5)cc4c3=O)CC2)c1C,2.9%[76.3 µM]
COc1cccc(Oc2nc3c(c(=O)n(Cc4ccccc4F)c(=O)n3C)n2C)c1,-5.2%[76.3 µM]
O=S(=O)(c1ccccc1)N1N=C(c2ccccc2)CC1c1ccccc1F (stereo not given),-5.0%
CSc1nccc(NC(=O)c2cccc(Br)c2)n1,1.1%
Cc1cc(NC(=O)c2ccccc2)ccc1NC(=O)c1ccccc1Cl,-6.6%[76.3 µM]
CCN1CCN(Cc2c(O)ccc3c(=O)c(Oc4ccccc4C(C)C)c(C(F)(F)F)oc23)CC1,11.2%[76.3 µM]
CCCN(CCC)CCNC(=O)c1cc(-c2ccc(Br)s2)nc2ccccc12,6.4%[76.3 µM]
COCCCNC(=O)c1cc2cc3cc(OC)ccc3nc2o1,4.9%
O=C(NCCCN1CCOCC1)c1ccc2c(c1)N(Cc1c(F)cccc1Cl)C(=O)c1ccccc1S2,-10.5%[76.3 µM]
CC(NC(=O)c1ccccc1)C(=O)OCC(=O)c1ccc(Br)cc1 (stereo not given),-0.7%[76.3 µM]
CCn1c(-c2ccc[nH]c2=O)nc2ccccc21,2.4%
Cc1ccccc1NC(=O)c1sc2nc3c(cc2c1N)CCCC3,-9.3%[76.3 µM]
COc1cc(C(=O)N2c3ccccc3CCC2C)cc(OC)c1OC (stereo not given),1.1%[76.3 µM]
Cc1ccc([N+](=O)[O-])cc1N=Nc1c(C)[nH]n(C(N)=S)c1=O,0.6%

# (continued)
SMILES,GAA glycogen mod
Cc1nc(N2CCCCCC2)c2ccccc2n1,3.3%[76.3 µM]
COC(=O)CN1C(=O)[C@H]2[C@@H](C3CC3)N3C(=O)CN(CCO)C(=O)[C@@]3(Cc3ccccc3)[C@H]2C1=O,0.8%[76.3 µM]
O=C(NC(=S)Nc1ccc(N2CCCC2)cc1)c1ccc(F)cc1,-6.3%[76.3 µM]
CN1CCC(=NNC(=O)CN(c2ccc([N+](=O)[O-])cc2)S(=O)(=O)c2ccccc2)CC1,-12.7%
CCOc1ccc(-n2c(SCC(=O)Nc3cc(C)on3)nc3c(c2=O)SCC3)cc1,5.1%
CCc1ccc(S(=O)(=O)n2c(C)nc3ccccc32)cc1,-2.3%[76.3 µM]
CC1CN(C(=S)Nc2cccc(Cl)c2)CC(C)O1 (stereo not given),0.9%[76.3 µM]
O=C(Nc1ccc2oc(-c3ccc4ccccc4c3)nc2c1)c1cc(Br)ccc1Cl,4.2%[76.3 µM]
COc1ccccc1CN(C)C(=O)CN1C(=O)c2ccccc2C1=O,?
O=c1[nH]c(C2CCN(S(=O)(=O)/C=C/c3ccccc3)CC2)nc2c1nnn2Cc1ccccc1,4.7%
CCOc1ccc(/C=N/NS(=O)(=O)c2ccc(C)cc2)cc1OC,-11.9%[76.3 µM]
CC1CC(C)CN(S(=O)(=O)c2ccc3c(c2)CCN3C(=O)C2CC2)C1 (stereo not given),-7.4%[76.3 µM]
Cc1ccc2c(c1)C(c1ccccc1)N(C(=O)c1c(F)cccc1Cl)CC(=O)N2 (stereo not given),-5.8%
COc1cccc(C(=O)Nc2nnc(-c3ccccc3)s2)c1OC,?
COc1ccc(CNC(=O)N2CCc3ccccc3C2)cc1,1.6%
Cc1cc(C)c2oc(C(=O)N3CCN(Cc4ccccc4)CC3)cc(=O)c2c1,3.8%
O=C(Nc1ccc(S(=O)(=O)N2CCCC2)cc1)c1ccc(Br)o1,1.1%[76.3 µM]
O=C(OCCN1CCOCC1)c1ccccc1,-1.0%[76.3 µM]
COc1ccccc1C1C(C(=O)c2ccc(C)o2)=C(O)C(=O)N1c1cc(C)on1 (stereo not given),-2.7%[76.3 µM]
Cc1ccc(S(=O)(=O)CCC(=O)Nc2cccc(Cl)c2)cc1,-7.1%
Cn1cccc1/C=N\NC(=O)C1COc2ccc(C(C)(C)C)cc2O1 (stereo not given),-22.2%[76.3 µM]
Cc1ccc(-c2ccc(=O)n(CC(=O)NCCC(C)C)n2)cc1,-10.2%
CCN1CCN(c2ccc(NC(=O)c3cccc(N4CCCC4=O)c3)cc2)CC1,4.6%
Cc1[nH]c(=O)[nH]c(=O)c1S(=O)(=O)Nc1ccc(S(N)(=O)=O)cc1,-9.3%[76.3 µM]
Cc1ccc(C(=O)NC(C)c2ccc(-n3ccnc3)cc2)c(C)c1 (stereo not given),-0.7%[76.3 µM]
# Carrying on:
SMILES,GAA glycogen mod
N#Cc1c(C(F)(F)F)cc(-c2cccs2)nc1SCC(=O)Nc1cccc(Cl)c1,-2.2%[76.3 µM]
CCCCn1nc(NC(=O)COC)c2cc3cc(OC)ccc3nc21,-4.5%
COc1cc(NC(=O)Cn2c(=O)n(CC(=O)NCCc3ccc(OC)c(OC)c3)c(=O)c3sccc32)cc(OC)c1,8.9%[76.3 µM]
COc1ccc2c(/C=C/c3cc[n+](C)cc3)c[nH]c2c1,-15.1%
CC(C)CCNC1c2ccccc2C(=O)N1Cc1ccccc1 (stereo not given),-8.1%[76.3 µM]
O=C(Nc1nccs1)c1ccc(F)c(S(=O)(=O)N2CCOCC2)c1,-4.4%[76.3 µM]
O=C(O)c1ccccc1C(=O)Nn1cnnc1,-3.2%
COc1ccc(C2NC(=O)N(C)C3=C2C(=O)N(c2ccccc2)C3)cc1 (stereo not given),-8.3%[76.3 µM]
COc1ccc(Br)cc1CN(C)C(=O)c1ccncc1,-1.5%[76.3 µM]
COc1cccc(NC(=O)N2CCC(NC(=O)c3ccco3)CC2)c1,10.0%
CNC(=O)CN1C(=O)NC(c2ccccc2)(c2ccccc2)C1=O,-6.0%[76.3 µM]
Fc1cccc(-c2nnn3c2nc(NCCc2ccccc2)c2ccccc23)c1,7.4%[76.3 µM]
O=C(CN1C(=O)N/C(=C\c2ccccc2OCc2ccc(C(=O)O)cc2)C1=O)Nc1ccc(F)cc1,-2.3%
O=c1oc2c3c(ccc2c2ccccc12)OCN(Cc1ccc(Cl)cc1)C3,-20.8%[76.3 µM]
CCc1ccc(NC(=O)C2CCCN2c2nn3c(=O)cc(C)nc3s2)cc1 (stereo not given),26.8%[76.3 µM]
COc1ccc(/C=C2\CCC(C3CCCC3)C2=O)cc1 (stereo not given),-2.8%
Cc1ccc(CC(=O)NCC2CCCCC2)cc1,1.5%[76.3 µM]
CC(C)OCCCn1c(=O)c2ccccc2n2c(-c3ccc(F)c(F)c3)nnc12,-14.9%[76.3 µM]
Cc1ccc(C)c(S(=O)(=O)N2CCCOC2CNC(=O)C(=O)NCc2cccs2)c1 (stereo not given),-8.0%[76.3 µM]
CCOC(=O)c1cc2c(=O)n3ccccc3nc2n(CCCOC)c1=NC(=O)C(C)Oc1ccccc1 (stereo not given),14.0%[76.3 µM]
Oc1ccccc1-c1nnc2n1CCCCC2,-0.9%
N/C(=N\OC(=O)c1ccc2ccccc2c1)c1ccccc1Cl,-8.0%[76.3 µM]
CCC(=O)Nc1nc(C)c(-c2csc(Nc3ccc(C(=O)O)cc3)n2)s1,-6.9%
CCc1ccc2oc(C(=O)Nc3nonc3C)c(C)c2c1,-4.2%[76.3 µM]
COc1cccc(NC(=O)C(Cc2ccccc2)NS(=O)(=O)c2ccc3c(c2)oc(=O)n3C)c1 (stereo not given),15.8%[76.3 µM]
COCc1ccc(C(=O)N(C)CC2CCCN(CCc3ccccc3F)C2)o1 (stereo not given),-2.1%[76.3 µM]
Cc1nn(C)c(C(=O)Nc2c(C)nn(Cc3c(F)c(F)c(F)c(F)c3F)c2C)c1Br,0.3%[76.3 µM]
CCCCCOC(=O)CSc1ncnc2sc3c(c12)CCC(C)C3 (stereo not given),3.1%[76.3 µM]
Cn1c(C(=O)NCc2cccc(Cl)c2)cc2oc3ccccc3c21,-12.9%[76.3 µM]
CC(C(=O)NCCSCc1cccc(Cl)c1)N(c1ccccc1)S(C)(=O)=O (stereo not given),3.5%
